PME-1 inh = blocks human protein phosphatase methylesterase 1; recombinant PME-1, FP-Rh probe fluorescence polarization; inhibition, % at 5.9 µM; 320,000 compounds, 0.53% hits;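 active = inhibition above the campaign mean of all compounds plus 3 SD, cut at about 26% in these data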;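 note: competitive labeling of PME-1 active site by serine hydrolase directed probe; 0% = PME-1 with DMSO and 100% = wells lacking PME-1 enzyme; inhibitors block probe labeling so polarization falls and inhibition rises; many of its hits are not listed in these tables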
GSTO1 inh = blocks human GSTO1 in RBBP9 counter-screen | P78417 | inhibition, % at 5.96 µM | 300,000 compounds, 1.1% hits | recombinant GSTO1, activity-based probe fluorescence polarization;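 active = inhibition above the campaign mean inhibition plus 3 SD, cut at about 35% in these data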;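 note: 0% = GSTO1-1 with DMSO and 100% = wells lacking GSTO1-1 enzyme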
TPT1 inh = C. albicans TPT1 enzyme inhibition; AID 1962; inhibition, % at 5 µM; 300,000 compounds, 0.81% hits; recombinant caTPT1, FP RNA substrate dephosphorylation;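 active = inhibition above the mean of all tested compounds plus 3 SD, set per screening campaign, cut at about 24% in these data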;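 note: plate controls were DMSO alone for no effect and ferristatin control at 100 nM for full effect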
PAD4 FP inh = PAD4 (human) enzyme inhibition; Q9UM07; recombinant PAD4, RCA probe fluorescence polarization; inhibition, % at 6.36 µM; 330,000 compounds, 0.41% hits; AID 485272;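 active = percent inhibition above a cutoff equal to the mean of all tested compounds plus 3 SD, cut at about 15% in these data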;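 note: 0% = PAD4 with RCA probe and DMSO and 100% = probe without PAD4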
Bcl-xL primary = inhibitors of human Bcl-xL; Q07817; 320,000 compounds, 0.7% hits; AID 2129; inhibition, % at 10.9 µM; GST-Bcl-xL / FITC-Bim BH3 peptide fluorescence polarization;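 active = inhibition above the mean of all tested compounds plus 3 SD, cutoff set per campaign, cut at about 30% in these data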;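 note: 0% = DMSO wells and 100% = unlabeled Bim-BH3 peptide competitor; inhibitors lower millipolarization by displacing the labeled peptide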
Target sequence (Q07817 whole entry, looked up): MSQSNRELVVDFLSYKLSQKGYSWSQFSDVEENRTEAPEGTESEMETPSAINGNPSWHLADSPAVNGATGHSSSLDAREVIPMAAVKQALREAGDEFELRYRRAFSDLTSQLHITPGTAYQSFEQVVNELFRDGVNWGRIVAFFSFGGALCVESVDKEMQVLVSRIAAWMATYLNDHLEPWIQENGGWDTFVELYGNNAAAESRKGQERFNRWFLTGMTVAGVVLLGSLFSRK
Fam108B counter = counter-screen for RBBP9 inhibitors: inhibitors of mouse Fam108B; recombinant Fam108B, FP-Rh probe fluorescence polarization; inhibition, % at 9.51 µM; 300,000 compounds, 0.33% hits; AID 1947;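 active = inhibition above the screen mean inhibition plus 3 SD, computed separately per campaign, cut at about 18% in these data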;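 note: inhibitors lower polarization as less probe binds the enzyme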
MCL1 BIM primary = MCL1-BIM-BH3 interaction inhibition (human). Q07820. GST-MCL1 / FITC-Bim-BH3 fluorescence polarization. inhibition, % at 10.9 µM. 320,000 compounds, 0.68% hits. AID 2057;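 active = inhibition above the mean inhibition of all tested compounds plus 3 SD, set per campaign, cut at about 40% in these data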;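 note: 0% = DMSO wells and 100% = unlabeled Bim-BH3 peptide control; higher means more loss of mP so more displacement of Bim peptide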
Target sequence (Q07820 whole entry, looked up): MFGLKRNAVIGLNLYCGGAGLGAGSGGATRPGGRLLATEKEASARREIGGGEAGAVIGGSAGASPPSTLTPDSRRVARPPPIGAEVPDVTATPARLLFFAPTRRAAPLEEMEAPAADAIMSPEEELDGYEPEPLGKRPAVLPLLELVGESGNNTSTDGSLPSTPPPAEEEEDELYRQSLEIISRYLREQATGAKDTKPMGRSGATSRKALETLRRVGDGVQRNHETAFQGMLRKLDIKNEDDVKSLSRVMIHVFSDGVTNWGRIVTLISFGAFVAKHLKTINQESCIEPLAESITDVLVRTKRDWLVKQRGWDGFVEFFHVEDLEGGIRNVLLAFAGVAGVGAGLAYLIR
MEX-5 binding = C. elegans MEX-5 TCR-2 RNA binding activity | 300,000 compounds, 0.38% hits | Q9XUB2 | MEX-5/FITC-TCR2 RNA binding, fluorescence polarization; hits give low values | activity score (negative = inhibition of binding), % at 10 µM | AID 1832;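 active = inhibition past about -25% in most replicates, and total fluorescence under double the plate's negative control median, limit read from the data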;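 note: 0% = DMSO and -100% = 5 µM competing unlabeled TCR2 RNA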
Target sequence (Q9XUB2 whole entry, looked up): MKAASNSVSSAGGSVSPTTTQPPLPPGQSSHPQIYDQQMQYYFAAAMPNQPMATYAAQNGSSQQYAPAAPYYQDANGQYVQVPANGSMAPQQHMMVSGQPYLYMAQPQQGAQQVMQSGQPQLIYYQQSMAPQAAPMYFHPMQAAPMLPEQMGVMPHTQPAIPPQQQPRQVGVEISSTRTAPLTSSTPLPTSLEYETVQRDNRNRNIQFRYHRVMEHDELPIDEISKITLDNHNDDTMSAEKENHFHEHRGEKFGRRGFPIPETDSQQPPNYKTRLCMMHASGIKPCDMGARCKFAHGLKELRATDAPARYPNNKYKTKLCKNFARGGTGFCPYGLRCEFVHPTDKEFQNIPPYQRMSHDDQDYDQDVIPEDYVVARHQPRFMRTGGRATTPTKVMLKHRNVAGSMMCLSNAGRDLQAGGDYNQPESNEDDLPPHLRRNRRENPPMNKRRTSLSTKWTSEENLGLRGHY
GLD-1 RNA inh = GLD-1-TGE RNA interaction inhibition (C. elegans). Q17339. purified GLD-1 + fluorescein TGE RNA, fluorescence polarization. inhibition, % at 5.96 µM. 320,000 compounds, 0.44% hits;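 active = percent inhibition above a per-plate cutoff, the plate mean of test compounds plus 3 SD, cut at about 30% in these data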;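 note: 0% = DMSO wells with GLD-1 and probe and 100% = wells lacking GLD-1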
* = called active by the depositor; / = no result given.

SMILES	PME-1 inh	GSTO1 inh	TPT1 inh	PAD4 FP inh	Bcl-xL primary	Fam108B counter	MCL1 BIM primary	MEX-5 binding	GLD-1 RNA inh
O=C(CSC1=NS(=O)(=O)c2cc(F)ccc2N1)Nc1cccc(F)c1	-4	4	-2	2	12	-6	4	-0.1	3
COc1cc(OC)cc(C(=O)NC2CCSc3ccccc32)c1 (configuration not stated)	1	5	-6	0	4	1	-1	0.7	7
CC1=C(C(=O)OC(C)C)C(c2ccccc2)NC(=O)N1C (configuration not stated)	2	1	3	-8	-2	3	10	2.2	-3
O=[N+]([O-])c1cccc(-c2cn3ccccc3n2)c1	1	0	-1	1	3	-1	-2	-3.7	4
O=C(NCc1ccco1)Nc1ccccc1Cl	-6	7	-4	0	-2	-2	4	1.4	5
COc1ccc(NC(C)=O)c2nc(C)c(C)nc12	-9	3	1	-2	4	9	11	1.5	9
Cc1cc(C)cc(NC(=O)CCN2CCCC2)c1	3	7	0	2	5	1	6	-1.1	11
CCCn1c(SCC(=O)N2c3ccccc3Sc3ccccc32)nc2ccccc21	-2	2	1	0	2	-2	-1	1.4	-2
COc1ccccc1NS(=O)(=O)c1cccc(NC(=O)c2sc3ccccc3c2Cl)c1	-24	-20	3	4	4	-25	-5	-0.4	-4
COc1cc(OC)cc(C(=O)NCC(=O)OCC(=O)NC(C)(C)C)c1	-1	5	0	0	-2	0	-6	-2.0	-1
CCCC(=O)NC(=S)Nc1cccc(NC(=O)c2ccccc2Cl)c1	8	5	1	-1	5	-4	7	-0.4	-2
COc1ccccc1N1C(=O)C2C(c3ccccc3F)NN(C(=O)c3ccc(C)cc3)C2C1=O (configuration not stated)	2	4	0	-1	7	-1	4	-1.6	0
O=C(Nc1ccc(C(=O)N2CCOCC2)cc1)c1cc(-c2cccnc2)nc2ccc(Cl)cc12	-6	0	1	-6	1	0	1	-2.2	7
CC(=O)c1cccc(NC(=O)c2ccc(CN3CCc4ccccc4C3)cc2)c1	-8	5	2	1	3	-1	4	-3.0	10
CC(=O)N1N=C(c2ccc(NS(=O)(=O)c3ccccc3)cc2)CC1c1ccco1 (configuration not stated)	5	/	/	-2	4	/	4	/	3
Cc1cc(C)nc(Nc2n[nH]c(C)n2)n1	-7	14	2	-6	5	0	-2	4.8	9
COCCn1cc(C(=O)NCCCN2CCC(C)CC2)c2c3ccccc3n(C)c2c1=O	-12	-4	2	1	11	0	14	-4.4	6
Cc1cc(O)c(C(=O)Cc2csc(C)n2)c(O)c1	2	5	-1	-4	-2	3	-2	1.1	6
O=C(CCSCCC(=O)Nc1ccccc1F)Nc1ccccc1F	-8	1	5	-2	-1	-5	-2	-0.3	-6
COc1ccc(CNc2oc(-c3cccc4ccccc34)nc2P(=O)(OC)OC)cc1	5	1	1	-1	0	1	-3	0.8	6
CC1CCCCN1CCCNc1ccc(C(CC(N)=O)NC(=O)Cc2cccc3ccccc23)cc1[N+](=O)[O-] (configuration not stated)	-2	4	-6	-3	9	-4	1	-2.0	-3
NCCCCCc1nnc(SCc2cccc(Cl)c2)o1	-6	-3	-1	-1	8	-1	12	1.8	-2
CCOc1ccc(C=Nc2cccc3ncccc23)cc1	0	2	-2	-5	4	0	9	0.7	1
COc1ccc(OC)c(C2C3=C(CC(C)(C)CC3=O)Nc3nnnn32)c1 (configuration not stated)	-1	6	1	1	4	-1	9	-0.4	6
O=C1[C@H]2[C@H](C=CC[C@H]2C(=O)N2CCN(c3ccccc3)CC2)CCN1Cc1ccccc1	-2	4	-3	5	0	1	0	-3.7	3
COc1cccc(CN(C)C(=O)CSCC(=O)Nc2cc(C)on2)c1OC	5	-4	-3	2	3	3	6	0.8	-2
Cc1nc(C)c(-c2ccc(SCc3ccc(Cl)cc3)nn2)s1	8	-4	-3	1	4	0	5	2.0	2
O=C(NCCc1ccccc1)c1ccc2c(c1)N(Cc1ccccc1)CCS2	10	2	0	1	1	-1	0	0.0	-2
COc1ccc(S(=O)(=O)NCC(c2cccnc2)N2CCN(C)CC2)cc1C (configuration not stated)	5	3	-2	0	0	0	7	1.3	3
CC(=O)Nc1ccc2c(c1)OCCOCCOc1cc(NC(C)=O)ccc1OCCO2	-4	3	-8	-7	4	3	3	0.0	4
CC(C(=O)Nc1cccnc1)N1C(=O)c2ccccc2C1=O (configuration not stated)	-4	-2	1	-3	3	-2	-2	-1.0	3
COc1ccc(-c2cnnn2-c2ccc(N)cc2)cc1OC	-6	-5	3	0	0	1	4	-3.5	6
CCCc1nnc(SCC(=O)NC2CCCC2)n1CCOC	5	-1	-5	2	2	3	6	-2.3	6
Cc1ccc(Cc2c(C)nc3nc(SCC(=O)NCCCN4CCCCC4)nn3c2C)cc1	0	-1	2	5	7	-1	7	0.0	-1
COc1ccc(N2C(=O)CSC(c3ccccc3)C2=O)cc1 (configuration not stated)	-3	-2	3	-4	3	0	-1	-1.8	-1
COc1ccc(CCC(=O)NNC(=O)c2ccc(F)cc2)cc1	-1	1	2	1	1	2	-1	-0.1	1
N#CCN1C(=O)C(=O)N(Cc2cccc(Cl)c2)C1=O	-5	1	-1	-3	5	-3	6	-2.4	3
COc1ccc(N(CC(=O)NCCc2ccc(Cl)cc2)S(=O)(=O)c2c(C)[nH]c(=O)[nH]c2=O)cc1	-3	7	2	0	2	-2	-1	-2.8	-5
COC(=O)c1ccc(C(=O)NC(=S)Nc2ccc3nc(SC)sc3c2)cc1	-3	8	-5	-2	6	-4	8	1.0	2
N#CCCN(Cc1ccccc1)C(=S)Nc1ccccc1	0	-1	2	-8	-1	3	8	1.1	-1
CC(=O)Nc1ccc(N2CCCC(C)C2)c([N+](=O)[O-])c1 (configuration not stated)	0	-18	1	1	0	-3	6	-1.0	1
CC(C)C(OC(=O)CCCC(=O)Nc1nccs1)C(=O)NC1CCCCC1 (configuration not stated)	-1	-7	0	-3	3	4	-1	-0.8	-1
Clc1cccc(N=C2NN=C(c3ccc4c(c3)OCCO4)CS2)c1	6	-3	3	-31	7	3	10	1.2	2
O=C(CCS(=O)(=O)c1ccccc1)Nc1nncs1	-1	-2	1	-3	2	3	-1	-2.0	-1
O=S(=O)(c1ccc(-c2ccon2)s1)N1CCN(c2ccccn2)CC1	0	3	2	1	1	-3	-1	-2.8	2
O=C(Nc1ccsc1C(=O)N1CCCCCC1)c1ccccc1	-2	2	3	1	3	-3	1	-1.5	0
C/C(=N\NC(=O)c1nnn(-c2nonc2N)c1-c1cccs1)c1ccc(C)cc1	0	5	-2	5	3	0	3	-1.0	0
COc1cc(OC)cc(-c2nc3nc(C)c(CCC(=O)O)c(C)n3n2)c1	5	-2	-1	3	4	0	-4	2.7	1
CC(=O)N1CCN(C(=O)CCC(=O)O)CC1	3	11	0	-3	5	1	6	2.4	-1
CCOc1ccccc1NC(=O)CCS(=O)(=O)c1ccc(Br)cc1	2	4	-2	-1	0	1	-4	1.2	7
O=C(NC1CC1)c1sc2ccccc2c1Cl	4	5	-2	0	1	0	3	-2.0	0
CN1CCN(S(=O)(=O)Cc2ccccc2Cl)CC1	-1	4	0	-1	-4	-2	-4	-0.2	3
CCN(c1ccccc1)S(=O)(=O)c1ccc(NN)nc1	6	/	/	-1	7	/	16	/	3
COc1cc(C(=O)Nc2ccc(O)cc2C(=O)O)ccc1OC(C)=O	-6	3	0	-2	1	0	-1	-1.1	1
COc1ccccc1NC(=O)Nc1ccc(Cc2ccncc2)cc1	4	7	-3	-2	3	1	4	0.3	3
CCCCN(C)CCCNC(=O)CS(=O)Cc1nc(-c2ccc(OC)c(OC)c2)oc1C (configuration not stated)	-8	1	-2	0	-2	0	5	0.1	8
C=CCNC(=O)c1ccccc1NC(=O)c1ccc(Cl)c(S(=O)(=O)Nc2cccc(C)c2C)c1	-46	-16	-2	2	0	-33	3	-0.8	1
O=c1c2ccccc2ncn1Cc1ccc2c(c1)OCO2	-4	0	-1	-10	2	1	-6	1.9	-4
Cc1ccc(C)c(N2CCN(C(=O)CNS(=O)(=O)c3cccs3)CC2)c1	-2	3	-4	-1	5	0	5	1.1	5
Cc1cc(C)nc(SCC(=O)N(C)CC(=O)Nc2ccccc2Br)n1	1	-3	2	-3	1	0	-4	1.9	5
Other entries follow:
SMILES	PME-1 inh	GSTO1 inh	TPT1 inh	PAD4 FP inh	Bcl-xL primary	Fam108B counter	MCL1 BIM primary	MEX-5 binding	GLD-1 RNA inh
C/C=C/c1ccc(OCCSc2nc(C)cc(=O)[nH]2)c(OC)c1	6	4	1	-4	3	3	2	2.5	-6
NC(=O)CSc1cn(CCNC(=O)c2cccs2)c2ccccc12	1	6	0	1	1	7	8	-0.4	-3
CCOCCn1c(=O)c2c(nc3n2CCCN3Cc2ccccc2)n(C)c1=O	1	0	0	3	-1	1	-3	1.6	3
CC(=O)c1sc(C(=O)O)c(-c2ccco2)c1-c1ccco1	-6	22	1	2	17	3	26	-5.9	4
CN(C)c1ccc(CNn2cnnc2SCc2ccc(F)cc2)cc1	3	4	-6	-2	-1	2	5	-1.1	1
COc1cc2oc(=O)c3c(c2cc1OCC(=O)c1c(C)n(C)c2ccccc12)CCCC3	3	-4	0	2	0	-1	-4	-2.0	8
COc1ccc(NC2CCCN(C(=O)CCN3CCCC3=O)C2)cc1 (configuration not stated)	2	-1	0	-3	4	-1	12	0.3	-3
CCOC(=O)Cc1csc(NC(=O)COc2ccc3c(c2)CCC3)n1	-10	2	-3	6	7	1	7	-2.5	3
Cc1csc(CN(C)C(=O)C2CCC(=O)N(Cc3ccc(Cl)cc3)C2)n1 (configuration not stated)	-2	5	-2	-2	2	-4	0	-1.3	-4
COc1ccc(-c2nc(SCc3ccccc3)n(C(=O)c3ccco3)n2)cc1	-1	2	3	5	-2	-3	-6	-5.0	9
Cn1cccc1/C=C1\CC(C(C)(C)C)C/C(=C\c2cccn2C)C1=O (configuration not stated)	-4	-1	176*	1	-45	-3	-77	2.3	-60
COc1ccc(CCNC(=O)CN2C(=O)COc3ccc(S(=O)(=O)N4CCOCC4)cc32)c(OC)c1	4	-1	2	0	2	3	2	1.9	10
Cc1ccc(S(=O)(=O)N2CCCCC2)cc1NC(=O)CCN1C(=O)C2CC=CCC2C1=O (configuration not stated)	5	/	/	4	0	/	1	/	-1
CC(C)CSc1n[nH]c(N)n1	0	7	6	-2	-11	-1	-21	0.5	1
CCOC(=O)c1c(C)[nH]c(C(=O)OCC(=O)NCc2ccc(C)cc2)c1C	-8	/	/	-3	2	/	-7	/	2
O=C(CCNS(=O)(=O)c1ccccc1F)N1CCN(S(=O)(=O)c2cccc(F)c2)CC1	1	4	0	-4	3	0	2	-5.2	2
C#CCCOC(=O)Nc1ccccc1	-4	6	-2	-3	-2	1	-2	2.7	0
CC(NS(=O)(=O)c1ccc(Cl)c(Cl)c1)C(=O)OCC(=O)Nc1ccc2c(c1)OCO2 (configuration not stated)	2	4	-3	3	6	1	-7	0.3	11
COc1ccc(CN2CCN(Cc3ccccc3F)CC2)c(OC)c1	5	-1	-4	2	5	-3	5	-0.5	3
COc1ccccc1C(=O)N1CCN(Cc2cccnc2)CC1	6	1	-2	-2	-1	3	-8	1.5	2

Compound activity as filed in PubChem BioAssay.

This is a subset. The share of hits here may be higher or lower than overall.
